Gli-Sufu block: Gli-Sufu pathway antagonists, primary screen, luciferase luminescence, Sufu-KO-LIGHT cells, uHTS. Sufu-KO-LIGHT fibroblasts, Gli luciferase reporter luminescence. 0.74% of 340,000 active. inhibition, % at 5 µM;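 active means inhibition above about 55%, limit read from the data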;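 further: 0% = DMSO-treated cells and 100% = wells with medium but no cells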
Jurkat NFkB inh: inhibitors of induced NF-kB luciferase reporter, primary screen, TCR NF-kB activation inhibitor project, cell-based, luminescence, uHTS; Jurkat, PMA/ionomycin-induced NF-kB luciferase reporter; inhibition, % at 4 µM; 0.53% of 330,000 active; AID 435003, 2010; in the data active means inhibition above about 50%
CXCR6 inh: CXCR6 receptor inhibitors, primary screen, cell-based, beta-arrestin, luminescence, CHO-K1 PathHunter, 1536-well | C-X-C chemokine receptor type 6 (Homo sapiens), O00574 | inhibition, % at 20 µM | 0.36% of 360,000 active; in the data active means inhibition above about 34%, passing the limit was not always enough;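 further: antagonist mode with CXCL16 agonist at 10 nM final; 0% = 10 nM CXCL16 with DMSO and 100% = unstimulated wells without agonist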
Target sequence (O00574 whole entry, looked up): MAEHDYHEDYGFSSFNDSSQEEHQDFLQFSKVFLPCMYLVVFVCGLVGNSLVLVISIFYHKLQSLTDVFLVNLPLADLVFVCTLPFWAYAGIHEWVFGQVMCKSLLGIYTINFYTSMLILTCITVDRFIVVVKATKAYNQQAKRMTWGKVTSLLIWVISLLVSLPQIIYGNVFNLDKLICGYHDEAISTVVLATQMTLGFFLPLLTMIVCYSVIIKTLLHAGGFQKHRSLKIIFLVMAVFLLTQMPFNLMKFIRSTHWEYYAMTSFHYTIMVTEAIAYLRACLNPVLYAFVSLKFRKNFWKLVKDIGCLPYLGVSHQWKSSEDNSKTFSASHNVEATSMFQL
APJ antagonist: antagonists of human apelin receptor APJ, primary screen, CHO-K1 cells, beta-arrestin complementation, luminescence; P35414; inhibition, % at 20 µM; 0.32% of 330,000 active; AID 2521, 2010;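 active means inhibition above about 40% at 20 µM, limit read from the data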;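 further: cells challenged with 10 nM apelin-13 agonist together with compound; plate controls were apelin-13 plus DMSO wells for no effect and DMSO wells lacking apelin-13 for full effect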
Target sequence (P35414 whole entry, looked up): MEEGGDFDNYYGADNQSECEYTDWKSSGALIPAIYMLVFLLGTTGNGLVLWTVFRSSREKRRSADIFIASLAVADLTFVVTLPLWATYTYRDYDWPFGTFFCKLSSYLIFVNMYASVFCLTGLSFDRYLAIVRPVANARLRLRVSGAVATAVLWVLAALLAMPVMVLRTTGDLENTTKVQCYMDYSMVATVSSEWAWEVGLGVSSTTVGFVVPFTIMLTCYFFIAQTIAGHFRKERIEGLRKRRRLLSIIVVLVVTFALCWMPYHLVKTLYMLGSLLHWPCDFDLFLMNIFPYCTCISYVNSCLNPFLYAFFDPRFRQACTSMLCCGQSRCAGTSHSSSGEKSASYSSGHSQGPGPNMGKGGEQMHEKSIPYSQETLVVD
CCR6 antagonist: CCR6 receptor antagonists, primary screen, cell-based, CHO-K1, luminescence, beta-arrestin, uHTS. CHO-K1 CCR6 PathHunter beta-arrestin, CCL20-stimulated. inhibition, % at 20 µM. 0.49% of 340,000 active. C-C chemokine receptor type 6 (Homo sapiens), P51684;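 active means compounds whose inhibition of the agonist-driven luminescence signal at 20 µM reaches about 50%, limit read from the data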;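 further: cells stimulated with CCL20 at 14 nM final; plate controls were DMSO with CCL20 for no effect and DMSO without agonist for full effect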
UBC13 inh: UBC13 polyubiquitin chain formation inhibitors, primary screen, biochemical, TR-FRET, uHTS; inhibition, % at 20 µM; Ubiquitin-conjugating enzyme E2 N (Homo sapiens), P61088; 0.47% of 330,000 active; in the data active means inhibition above about 45%, passing the limit was not always enough
Target sequence (P61088 whole entry, looked up): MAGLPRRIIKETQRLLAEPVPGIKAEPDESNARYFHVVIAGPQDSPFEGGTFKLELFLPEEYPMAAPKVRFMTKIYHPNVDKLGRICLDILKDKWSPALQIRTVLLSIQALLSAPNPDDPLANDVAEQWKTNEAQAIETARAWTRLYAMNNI
EBI2 antag: EBI2 receptor antagonists, beta-arrestin recruitment, primary screen, cell-based, luminescence, 7a,25-OHC stimulation, uHTS; G-protein coupled receptor 183 (Homo sapiens), P32249; 7a,25-OHC stimulated; inhibition, % at 5 µM; 0.81% of 360,000 active; in the data active means inhibition above about 38%;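 further: enzyme fragment complementation signal reports receptor beta-arrestin coupling in cells; 0% = agonist plus DMSO wells and 100% = wells without agonist; some results beyond the cut were filed as inactive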
697 NFkB inh: inhibitors of PMA/ionomycin-induced NF-kB reporter, 697 cells, primary screen, B-cell NF-kB inhibitor project, cell-based, luminescence, uHTS; 697 B-cell NF-kB luciferase reporter, 16 h; inhibition, % at 4 µM; 0.33% of 330,000 active; AID 435022, 2010; in the data active means inhibition above about 35%
An asterisk follows results filed as active. Not a hit list. Share with any hit: about 3%.

For COc1ccc(CN2C(=O)NC(C)(c3ccc(C)cc3)C2=O)cc1F (stereo unspecified) the results were Gli-Sufu block 2, Jurkat NFkB inh -7, CXCR6 inh 7, APJ antagonist 12, CCR6 antagonist 6, UBC13 inh 9, EBI2 antag 5 and 697 NFkB inh -3.
For O=C1CSC(=Nc2ccc(Cl)cc2)N1Cc1cccnc1 the results were Gli-Sufu block -35, Jurkat NFkB inh 13, CXCR6 inh 6, APJ antagonist 8, CCR6 antagonist 6, UBC13 inh 5, EBI2 antag -8 and 697 NFkB inh -11.
COCCCN(CC(=O)O)S(=O)(=O)c1ccccc1 was read as Gli-Sufu block 0, Jurkat NFkB inh -2, CXCR6 inh 0, APJ antagonist -2, CCR6 antagonist 17, UBC13 inh 0, EBI2 antag 9 and 697 NFkB inh 15.
COc1ccc(CCNC(=O)CSc2nc(O)c(CC(C)C)c(=O)[nH]2)cc1OC was read as Gli-Sufu block -10, Jurkat NFkB inh -11, CXCR6 inh -1, APJ antagonist -13, CCR6 antagonist -9, UBC13 inh -2, EBI2 antag -5 and 697 NFkB inh -7.
Screening O=C(Nc1ccccc1)C1=C[C@@H](c2ccc(Br)cc2)C[C@@H](OCCCCO)O1 returned Gli-Sufu block -10, Jurkat NFkB inh -11, CXCR6 inh -1, APJ antagonist -4, CCR6 antagonist 18, UBC13 inh 1, EBI2 antag -8 and 697 NFkB inh -6.
`CCCNC(=O)/C(=C/c1cn(S(=O)(=O)N(C)C)c2ccccc12)NC(=O)c1ccc(OC)cc1` gave Gli-Sufu block 5, Jurkat NFkB inh -1, CXCR6 inh 3, APJ antagonist 11, CCR6 antagonist 5, UBC13 inh -2, EBI2 antag 2 and 697 NFkB inh 8.
Screening O=C1c2ccccc2C(Nc2ccc(S(=O)(=O)N3CCCCC3)cc2)N1c1ccccn1 (stereo unspecified) returned Gli-Sufu block 8, Jurkat NFkB inh -2, CXCR6 inh 7, APJ antagonist 17, CCR6 antagonist 11, UBC13 inh -10, EBI2 antag 8 and 697 NFkB inh -2.
For CCOc1ccccc1NC(=S)NC1CC2CCC1C2 (stereo unspecified) the results were Gli-Sufu block 3, Jurkat NFkB inh 7, CXCR6 inh 0, APJ antagonist 3, CCR6 antagonist 8, UBC13 inh 4, EBI2 antag -20 and 697 NFkB inh -12.
`CC1CCCN(C(C(=O)NC2CCCCC2)c2cc3c(cc2[N+](=O)[O-])OCO3)C1` (stereo unspecified) gave Gli-Sufu block -6, Jurkat NFkB inh -5, CXCR6 inh -9, APJ antagonist -23, CCR6 antagonist 4, UBC13 inh 6, EBI2 antag 1 and 697 NFkB inh -33.
For O=C(Cn1ncc(Cl)c(Cl)c1=O)c1ccc2c(c1)OCCO2 the results were Gli-Sufu block -25, Jurkat NFkB inh -1, CXCR6 inh 29, APJ antagonist 0, CCR6 antagonist 18, UBC13 inh -4, EBI2 antag 6 and 697 NFkB inh -34.
For COc1ccccc1CC(=O)NC1CCN(Cc2ccccc2)CC1 the results were Gli-Sufu block 1, Jurkat NFkB inh -19, CXCR6 inh 1, APJ antagonist 3, CCR6 antagonist -4, UBC13 inh 9, EBI2 antag -6 and 697 NFkB inh 22.
`COc1ccc(N2CCN(CC(O)COc3cc(C)cc(C)c3)CC2)cc1` (stereo unspecified) gave Gli-Sufu block 17, Jurkat NFkB inh 0, CXCR6 inh -18, APJ antagonist 25, CCR6 antagonist 13, UBC13 inh -4, EBI2 antag -6 and 697 NFkB inh 3.
COc1ccccc1C(=O)C1CCCN(C(=O)CCn2cnnn2)C1 (stereo unspecified) was read as Gli-Sufu block 1, Jurkat NFkB inh 6, CXCR6 inh 1, APJ antagonist 9, CCR6 antagonist 2, UBC13 inh 6, EBI2 antag -5 and 697 NFkB inh 2.
Cc1cc(C(=O)N/N=C/c2cccc([N+](=O)[O-])c2)c(C)o1 was read as Gli-Sufu block -19, Jurkat NFkB inh -5, CXCR6 inh -8, APJ antagonist 5, CCR6 antagonist 5, UBC13 inh -3, EBI2 antag 1 and 697 NFkB inh -40.
`CC(=O)c1cccc(OCC(=O)Nc2cccc(C(=O)Nc3c(C)n(C)n(-c4ccccc4)c3=O)c2)c1` gave Gli-Sufu block 1, Jurkat NFkB inh -12, CXCR6 inh 4, APJ antagonist -3, CCR6 antagonist -5, UBC13 inh -3, EBI2 antag 5 and 697 NFkB inh -2.
`CN(C(=O)C1CCCCN1S(=O)(=O)c1ccccc1)c1ccccc1` (stereo unspecified) gave Gli-Sufu block 6, Jurkat NFkB inh 1, CXCR6 inh 9, APJ antagonist 5, CCR6 antagonist 5, UBC13 inh -1, EBI2 antag 1 and 697 NFkB inh 9.
`CC(=Nc1ccc(Br)cc1)c1sc2ccccc2c1O` gave Gli-Sufu block -113, Jurkat NFkB inh -201, CXCR6 inh 12, APJ antagonist 16, CCR6 antagonist 14, UBC13 inh 7, EBI2 antag 17 and 697 NFkB inh -130.
CCOCCCNC(=O)CN1N=C(c2ccc(C)cc2)CCC1=O was read as Gli-Sufu block -8, Jurkat NFkB inh -17, CXCR6 inh -1, APJ antagonist 1, CCR6 antagonist 20, UBC13 inh -3, EBI2 antag -6 and 697 NFkB inh -18.
Nc1ccc(C(=O)OCCCc2nc3cc4ccccc4cc3[nH]2)cc1 was read as Gli-Sufu block -4, Jurkat NFkB inh 1, CXCR6 inh 3, APJ antagonist 2, CCR6 antagonist 10, UBC13 inh 21, EBI2 antag 5 and 697 NFkB inh -38.
Screening Cc1nonc1C(=O)N/N=C/c1ccc([N+](=O)[O-])o1 returned Gli-Sufu block -3, Jurkat NFkB inh -8, CXCR6 inh -10, APJ antagonist -21, CCR6 antagonist 12, UBC13 inh -27, EBI2 antag -7 and 697 NFkB inh 1.

2 entries picked at random from the list so far, as already listed:
`CC(=O)c1cccc(OCC(=O)Nc2cccc(C(=O)Nc3c(C)n(C)n(-c4ccccc4)c3=O)c2)c1` gave Gli-Sufu block 1, Jurkat NFkB inh -12, CXCR6 inh 4, APJ antagonist -3, CCR6 antagonist -5, UBC13 inh -3, EBI2 antag 5 and 697 NFkB inh -2.
`CC1CCCN(C(C(=O)NC2CCCCC2)c2cc3c(cc2[N+](=O)[O-])OCO3)C1` (stereo unspecified) gave Gli-Sufu block -6, Jurkat NFkB inh -5, CXCR6 inh -9, APJ antagonist -23, CCR6 antagonist 4, UBC13 inh 6, EBI2 antag 1 and 697 NFkB inh -33.

(list continues)
Screening c1csc(-c2noc(COc3ccc4c(c3)CCCC4)n2)c1 returned Gli-Sufu block -98, Jurkat NFkB inh -78, CXCR6 inh -1, APJ antagonist 7, CCR6 antagonist 25, UBC13 inh -5, EBI2 antag 6 and 697 NFkB inh -171.
`CC1=NC(C)Cc2ccccc21` (stereo unspecified) gave Gli-Sufu block 4, Jurkat NFkB inh -13, CXCR6 inh 0, APJ antagonist 8, CCR6 antagonist -21, UBC13 inh -3, EBI2 antag -5 and 697 NFkB inh -2.
`CCCN(C(=O)COC(=O)c1nc2nccc(C)n2n1)C1CCS(=O)(=O)C1` (stereo unspecified) gave Gli-Sufu block 12, CXCR6 inh 0, CCR6 antagonist 11 and EBI2 antag 0.
`Cc1nn(CC(=O)Nc2nc3ccccc3s2)c(C)c1[N+](=O)[O-]` gave Gli-Sufu block -5, Jurkat NFkB inh -4, CXCR6 inh 6, APJ antagonist 16, CCR6 antagonist 5, UBC13 inh 4, EBI2 antag 5 and 697 NFkB inh 25.
Cc1nc(NC(=O)c2ccc3c(c2)OCO3)ccc1Br was read as Gli-Sufu block -83, Jurkat NFkB inh -114, CXCR6 inh -5, APJ antagonist -2, CCR6 antagonist 3, UBC13 inh -4, EBI2 antag 13 and 697 NFkB inh -109.
Screening Cc1ccc(NC(=O)Cn2c(=O)cnc3ccccc32)cc1S(=O)(=O)N1CCCCC1 returned Gli-Sufu block 14, Jurkat NFkB inh -6, CXCR6 inh 4, APJ antagonist 2, CCR6 antagonist 6, UBC13 inh 7, EBI2 antag -14 and 697 NFkB inh -18.
Screening COc1ccc(-n2c(SCC(=O)Nc3ccccc3OC)nc(O)c(Cc3ccccc3)c2=O)cc1 returned Gli-Sufu block 27, Jurkat NFkB inh 1, CXCR6 inh -1, APJ antagonist -13, CCR6 antagonist 11, UBC13 inh -10, EBI2 antag 2 and 697 NFkB inh 6.
CCc1nnc(NC(=O)CSc2nnc(-c3ccc(O)cc3)n2C)s1 was read as Gli-Sufu block 2, Jurkat NFkB inh 5, CXCR6 inh -9, APJ antagonist 4, CCR6 antagonist 12, UBC13 inh 13, EBI2 antag -13 and 697 NFkB inh 9.
`Cc1cc(OCc2cc(C(=O)N3CCN(CC4CC4)CC3)no2)cc(C)c1Cl` gave Gli-Sufu block 6, Jurkat NFkB inh -8, CXCR6 inh 6, APJ antagonist -5, CCR6 antagonist 15, UBC13 inh 15, EBI2 antag -9 and 697 NFkB inh -14.
`Cc1ccc(/C=C/C(=O)O)cc1S(=O)(=O)N1CCC(Cc2ccccc2)CC1` gave Gli-Sufu block 10, Jurkat NFkB inh 9, CXCR6 inh 3, APJ antagonist -15, CCR6 antagonist 8, UBC13 inh 5, EBI2 antag -5 and 697 NFkB inh 14.
For Cc1cc(/C=C2/NC(=O)N(c3ccccc3)C2=O)c(C)n1C(C)C the results were Gli-Sufu block -43, Jurkat NFkB inh -20, CXCR6 inh 10, APJ antagonist -4, CCR6 antagonist 9, UBC13 inh -4, EBI2 antag -10 and 697 NFkB inh -16.
Screening COC(=O)CSC1=C(C#N)C(c2ccccc2)CC(=O)N1 (stereo unspecified) returned Gli-Sufu block 5, Jurkat NFkB inh 3, CXCR6 inh -5, APJ antagonist 17, CCR6 antagonist 4, UBC13 inh -9, EBI2 antag -3 and 697 NFkB inh -5.
Screening Cc1ccc(CN2C(=O)c3ccccc3Sc3ccc(C(=O)NCCN4CCOCC4)cc32)cc1 returned Jurkat NFkB inh 0, CXCR6 inh 0, APJ antagonist 25, CCR6 antagonist 3, UBC13 inh 4, EBI2 antag -16 and 697 NFkB inh -4.
For CN(C)S(=O)(=O)c1cccc(NC(=O)COC(=O)c2cc(-c3cccc(Br)c3)nc3ccccc23)c1 the results were Gli-Sufu block 1, Jurkat NFkB inh -3, CXCR6 inh -1, APJ antagonist 9, CCR6 antagonist -2, UBC13 inh 5, EBI2 antag 8 and 697 NFkB inh -13.
CCCC(=O)n1nc(-c2cccnc2)nc1N was read as Gli-Sufu block 1, Jurkat NFkB inh 12, CXCR6 inh -4, APJ antagonist -13, CCR6 antagonist -2, UBC13 inh 6, EBI2 antag -9 and 697 NFkB inh 18.
For Nc1c(N=Nc2ccccc2F)c(=O)[nH]n1-c1ccccc1 the results were Gli-Sufu block 17, Jurkat NFkB inh -40, CXCR6 inh 17, APJ antagonist 28, CCR6 antagonist 35, UBC13 inh -38, EBI2 antag 4 and 697 NFkB inh -63.
`CCOC(=O)Cn1nc(-c2ccccc2)nc1-c1ccccc1` gave Gli-Sufu block 0, Jurkat NFkB inh 2, CXCR6 inh 4, APJ antagonist 17, CCR6 antagonist 13, UBC13 inh -2, EBI2 antag 15 and 697 NFkB inh -7.
Screening Cn1cc(C(C[N+](=O)[O-])c2ccccc2)c2ccccc21 (stereo unspecified) returned Gli-Sufu block 3, Jurkat NFkB inh 9, CXCR6 inh -1, APJ antagonist -5, CCR6 antagonist 18, UBC13 inh 0, EBI2 antag 2 and 697 NFkB inh -11.
For O=C(Nc1ccc(C(=O)N2CCCCC2)cc1)c1ccccc1Br the results were Gli-Sufu block 27, Jurkat NFkB inh 8, CXCR6 inh 7, APJ antagonist -14, CCR6 antagonist 4, UBC13 inh -11, EBI2 antag 6 and 697 NFkB inh 8.
Screening O=C(Nc1ccncc1)C1CCN(S(=O)(=O)c2cccc(C(F)(F)F)c2)CC1 returned Gli-Sufu block 1, Jurkat NFkB inh -3, CXCR6 inh -2, APJ antagonist 5, CCR6 antagonist 1, UBC13 inh 54*, EBI2 antag -5 and 697 NFkB inh 18.

High-throughput results from PubChem.
